FLuc act counter – affects firefly luciferase, flagging false hits in luciferase stimulation screens; activation factor at 10 µM; AID 1027; ATPlite luciferase biochemical, luminescence, 10 min; 0 = ATP-free wells, 1 = DMSO control; 200,000 tested, under 10 active;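 active means luciferase activation factor, scaled between plate controls, of at least 2 with compound at 10 µM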
Target sequence (P08659 whole entry, looked up): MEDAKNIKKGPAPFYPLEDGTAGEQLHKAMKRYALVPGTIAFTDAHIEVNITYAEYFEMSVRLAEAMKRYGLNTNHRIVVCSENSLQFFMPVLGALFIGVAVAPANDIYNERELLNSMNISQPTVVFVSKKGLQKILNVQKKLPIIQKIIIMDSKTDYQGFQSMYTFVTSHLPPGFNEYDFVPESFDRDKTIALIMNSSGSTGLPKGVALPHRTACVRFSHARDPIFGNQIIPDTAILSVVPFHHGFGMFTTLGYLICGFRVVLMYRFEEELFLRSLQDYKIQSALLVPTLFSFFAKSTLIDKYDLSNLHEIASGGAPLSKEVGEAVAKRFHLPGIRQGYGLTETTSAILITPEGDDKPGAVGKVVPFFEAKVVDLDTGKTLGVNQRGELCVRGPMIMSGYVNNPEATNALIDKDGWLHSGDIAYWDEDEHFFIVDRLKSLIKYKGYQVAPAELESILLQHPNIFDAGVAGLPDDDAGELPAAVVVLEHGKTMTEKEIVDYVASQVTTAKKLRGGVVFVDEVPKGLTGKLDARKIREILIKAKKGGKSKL
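Assay system: Luciferase/luciferin detection reagent, cell-free biochemical luciferase assay / Read-out: luciferase activation / Benchmarks: No-ATP low control, compound-free enzyme-plus-ATP high control / Medium: PBS buffer for ATP / Detection: luminescence measurement of luciferase light output / Schedule: 10 min at ambient temperature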
Redox H2O2 prof – compounds producing H2O2 with reducing agent – biochemical, NIH compound library profiling, artefact control for MLSCN library redox annotation, primary screen. DTT-dependent redox cycling H2O2, phenol red/HRP absorbance; 100% = 100 µM peroxide control, 0% = buffer. 0.03% of 200,000 active. activation, % at 10 µM. AID 878;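 active means activation of at least 50% relative to the plate's high and low controls in the primary single-dose screen; inactive means activation below 50%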;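 further: compound incubated with DTT at 0.8 mM final as the reducing agent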
STAT1 act – increases IFN-gamma driven STAT1 reporter signal; NIH 3T3 STAT1-luciferase reporter, luminescence; 100% = IFN-gamma alone, no compound; activation (% of control), % at 5.5 µM; 2.6% of 200,000 active;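 active means activation above the screen-wide mean activation plus 3 SD, cut at about 130% in these data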;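 further: raw ratio to IFN-gamma control signal so 100% means no change and 0% no light; values of inactives mirror those of a sister screen read the other way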
NF-kB expr up – raises NF-kB expression in human neuronal cells. AID 1239. 1.6% of 190,000 active. fold change at 12.5 µM. NF-kB reporter expression; stronger effect = higher value; in the data active means fold change above about 3.3
G6PDH counter – L. mesenteroides G6PDH inhibition counter-screen. Purified L. mesenteroides G6PDH, diaphorase/resazurin coupled fluorescence, 45 min. inhibition, % at 5 µM. 0.12% of 200,000 active. AID 1020; in the data active means inhibition above about 50%
FLuc inhib CS – Photinus pyralis luciferase inhibition counter-screen. inhibition, % at 10 µM. ATPLite firefly luciferase biochemical luminescence, 10 min. 1.5% of 200,000 active;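 active means inhibition above about 50% when tested at 10 µM, limit read from the data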
APP 5UTR inh – APP translation inhibition; SH-SY5Y APP 5'UTR-luciferase reporter, luminescence; inhibition, % at 2 µM; 0.82% of 190,000 active;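 active means inhibition above a set limit, derived from the sample mean plus 3 SD, cut at about 45% in these data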; further: values of inactives mirror those of a sister screen read the other way
Hsp70 activator – transcriptional activators of Hsp70; HeLa Hsp70 promoter luciferase reporter, luminescence; scaled: vehicle 0, proteasome-inhibitor control 100%; activation, % at 10 µM; 0.04% of 200,000 active; AID 1203;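 active means activation above the mean across all tested compounds plus 3 SD, cutoff set per campaign, cut at about 5.5% in these data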;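 further: 100% = MG132 at 30 µM as the positive control and 0% = DMSO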
APP 5'UTR act – activates APP 5'UTR luciferase reporter; SH-SY5Y APP 5'UTR luciferase reporter, luminescence; zero percent = DMSO vehicle wells; 1% of 190,000 active; activation, % at 2 µM;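 active means activation above a set limit, based on mean plus 3 SD of controls, cut at about 140% in these data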; further: values of inactives mirror those of a sister screen read the other way
HMGR II inh – blocks class II HMG-CoA reductase of Enterococcus faecalis. inhibition, % at 10 µM. purified E. faecalis HMGR, NADPH absorbance 340 nm kinetic. AID 1066. 0.41% of 190,000 active;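 active means inhibition above a set limit, the median over all tested compounds plus 3 SD, cut at about 9.5% in these data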;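 further: enzyme runs in reverse so mevalonate oxidation gives rising NADPH absorbance; 0% = complete reaction with DMSO and 100% = background rate lacking mevalonate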
The depositor's hits bear a star; . = no result given.

SMILES	FLuc act counter	Redox H2O2 prof	STAT1 act	NF-kB expr up	G6PDH counter	FLuc inhib CS	APP 5UTR inh	Hsp70 activator	APP 5'UTR act	HMGR II inh
O=C(Cn1nnc(-c2ccc(Cl)cc2)n1)NCc1ccco1	1	-1.3	106	1.2	1	-3	10	-0.1	-10	4
O=S1(=O)CC(NCc2ccccc2)C(Nc2ccc(Cl)cc2)C1 (configuration not stated)	1	2.1	105	1.1	2	-2	6	0.4	-5	0
CC(=O)OCc1cc2cccc(C)c2[nH]c1=O	1.1	2.0	102	0.99	-3	-5	4	-0.2	-4	0
COc1ccc(-c2cc(-c3nnc(-c4ccncc4)o3)c3ccccc3n2)cc1	0.8	0.0	108	0.53	-19	23	-9	-0.2	9	-4
C#CCCCCCCC#CCN(C)C	1.1	-0.1	102	1.3	2	-8	7	-0.3	-7	1
O=C(/C=C/c1ccc([N+](=O)[O-])cc1)NCCN1C(=O)S/C(=C\c2ccc(F)cc2)C1=O	1.1	0.2	95	.	8	-7	-23	0.0	23	-4
COc1ccc(C(NC(=O)C2C3C=CC(C3)C2C(=O)O)c2ccccc2)cc1 (configuration not stated)	1.1	-0.1	125	0.86	8	-6	-11	0.2	11	-6
CCc1nnc(NC(=O)CSc2ccc(-c3ccc(C)cc3)nn2)s1	0.4	1.3	96	1.3	2	55*	-38	-0.3	38	-5
O=C(Cc1ccccc1)N1CCN(S(=O)(=O)c2cccc([N+](=O)[O-])c2)CC1	1.1	-0.3	104	.	12	-6	-16	-0.1	16	-4
Cc1[nH]c2ccccc2c1C(=O)/C=C\c1ccccc1Cl	0.8	0.6	121	1.4	-20	18	-131	-0.3	131	-1
O=C(CSc1nccn1-c1ccc(F)cc1)Nc1ccc2c(c1)OCO2	0.9	1.4	105	1.1	11	5	3	-0.2	-3	5
COc1ccc(NC2=Nc3cccc4cccc2c34)cc1	0.9	0.6	117	1.4	-18	12	2	-0.2	-2	-3
CCCSc1nnc2[nH]c(=O)cc(N)n12	1	2.5	95	1.3	-1	-3	-15	-0.2	15	-4
CCOC(=O)c1c(-c2ccc(C)o2)csc1NC(=O)CN1CCN(CC)CC1	1.1	0.9	100	1.2	-31	-9	4	-0.3	-5	-2
O=C(OCCN1C(=O)c2cccc3c(N4CCOCC4)ccc(c23)C1=O)c1ccc(Cl)cc1Cl	1.1	2.8	108	1.8	-23	-7	94*	0.0	-94	0
Cc1ccc(Cl)cc1NC(=O)COC(=O)c1ccc(COc2ccc3c(C)cc(=O)oc3c2)cc1	1.1	.	102	1.6	4	-5	9	-0.3	-9	2
Cc1ccc(NC2=CC(=O)CCC2)cc1C	1	-0.1	106	0.76	4	-1	-5	-0.3	5	-3
Cc1c(NC(=O)C(C)n2cc([N+](=O)[O-])cn2)c(=O)n(-c2ccccc2)n1C (configuration not stated)	1.1	0.0	108	1.2	8	-5	3	-0.1	-3	-1
CCOC(=O)Cc1csc(NC(=O)Cc2ccc(C)cc2)n1	1	0.3	95	1.1	4	1	-2	0.6	2	3
CC1(C)CC(c2nc(-c3ccccc3)cs2)CCS1 (configuration not stated)	1	0.5	97	1.5	-10	-1	15	-0.1	-15	-1
CC(c1nccs1)N(C)C(=O)CCc1nnc(-c2ccc(-c3ccccc3)cc2)o1 (configuration not stated)	0.9	-1.7	102	0.7	6	6	18	-0.2	-18	0
Cc1c(Br)c([N+](=O)[O-])nn1CCCC(=O)Nc1sc2c(c1C#N)CCC2	1.1	0.1	102	1.1	-22	-6	-10	-0.4	10	-3
COc1ccc(-c2nc3oc4cc(OC)ccc4c(=O)c3c(=O)n2Cc2ccco2)cc1	1.1	-0.4	102	0.87	-47	-5	-3	-0.2	3	-3
O=C(Nc1ccc(N2CCCC2)cc1)c1cccc(-c2cc3ccccc3oc2=O)c1	1	0.4	104	0.95	-21	4	4	-0.1	-4	1
COc1ccc(-c2[nH]c(-c3ccccc3)nc2SCC(=O)NC2CCCC2)cc1	1	0.7	102	0.54	15	-3	-8	-0.1	8	-2
CN1CCN(c2ccc(C(=O)c3ccc(F)cc3)cc2)CC1	0.9	1.4	136*	2.7	4	14	-75	-0.1	75	0
COc1ccc(/C(C)=N/NC(=O)c2cc(-c3cccnc3)nc3ccccc23)cc1	1	-0.4	91	0.82	-16	-3	-23	-0.4	23	2
CC1SCC(=O)N(CC(=O)NC2CCCCC2)C1=O (configuration not stated)	1	-0.8	93	1.1	5	-3	5	-0.2	-5	-2
CS(=O)(=O)c1ccc(C(=O)NCc2ccc(F)cc2)cc1	1	-0.5	102	1	-2	-4	8	0.2	-8	0
CC(C)(C)c1nn2cnnc2n(/N=C/c2cccc3ccccc23)c1=O	1.1	0.5	98	0.8	-11	-9	-14	-0.1	14	-1
c1ccc(NCc2cccnc2)cc1	1.1	-0.8	95	1.5	-1	-5	-15	-0.4	15	-5
CCN(c1ccc(OCC(=O)OCC(=O)Nc2ccc(F)c(F)c2F)cc1)S(=O)(=O)c1ccccc1	1	-0.5	105	1.1	2	3	4	-0.1	-4	-5
Cc1cccn2c(=O)c3cc(C(=O)O)n(C)c3nc12	1	-0.6	99	1.4	1	1	6	0.1	-6	0
CCN(CC)C(=O)N1CCn2c(nc3ccccc32)C1	1	3.2	104	1.1	1	0	-18	-0.2	18	-1
O=C(/C=C1\NCC2c3ccccc3CCN2C1=O)c1ccccc1 (configuration not stated)	0.9	-3.8	99	0.96	-3	9	-13	-0.4	13	-7
CCC1C(=O)N=C(SCC(=O)Nc2nc3ccccc3s2)NC1=O (configuration not stated)	1.1	0.6	106	0.95	-3	-8	-17	0.0	17	7
CCOc1cc(C(=S)N2CCN(C)CC2)ccc1OCC(=O)N1CCOCC1	1	-2.9	104	0.89	4	-2	6	-0.5	-6	2
COc1ccc(F)cc1S(=O)(=O)N1CCCC(C)C1 (configuration not stated)	1	-0.1	98	0.74	6	-3	1	-0.4	-1	-3
O=C(NC(Cc1ccccc1)C(=O)N1CCCC1C(=O)O)c1ccccc1 (configuration not stated)	1.1	1.5	103	1	2	-10	7	-0.3	-7	-6
COc1cccc(/C=C(\C#N)C(=O)NC2CCS(=O)(=O)C2)c1 (configuration not stated)	1	0.5	91	1.2	-5	-1	9	-0.4	-9	-4
COc1ccc(OCc2cccc(C(=O)Nn3cc([N+](=O)[O-])cn3)c2)cc1	0.3	-0.9	21	7.4*	10	70*	-25	-0.3	25	-4
CN(NS(C)(=O)=O)c1ncc(C(F)(F)F)cc1Cl	1	-0.8	104	1.4	10	0	8	0.0	-8	-2
Cc1ccc2[nH]cc(C(=O)CN3CCN(c4ccccn4)CC3)c2c1	1	1.6	98	1.1	1	-1	7	-0.3	-7	-9
COC(=O)c1cn(N(C)c2ncc(C(F)(F)F)cc2Cl)c(=O)c2ccccc12	1	-0.2	94	1.1	-4	-1	2	-0.4	-2	1
COc1ccc([N+](=O)[O-])cc1NC(=O)COC(=O)/C=C/c1ccco1	1.1	0.8	104	1.1	-4	-8	8	-0.1	-8	1
CC(=O)c1c(C(C)=O)c(C)n(-c2nc(-c3ccc(Br)cc3)c(C)s2)c1C	1	0.5	101	0.71	9	-4	-7	0.2	7	2
COc1ccc(-c2nn(-c3ccccc3)cc2/C=N/N2C(=O)CSC2=S)cc1	1.1	-0.7	108	3.1	-5	-6	-25	-0.1	25	-2
CCOc1ccc2c(=O)c(-c3ccc4c(c3)OCCCO4)c(C)oc2c1	1	0.3	95	1.2	-13	5	-10	0.2	10	-10
CC1Cc2ccccc2N1C(=O)Cn1nc(C(=O)O)c2ccccc2c1=O (configuration not stated)	1	-0.6	94	0.72	4	0	-4	-0.6	4	-6
CCCC(=O)Nc1nc2ccc(C(=O)OCC)cc2s1	0.9	-1.2	127	2.3	8	7	-61	0.4	61	-6
CC(NS(=O)(=O)c1ccc(Br)cc1)C(=O)NCc1ccco1 (configuration not stated)	1	-2.1	100	1.2	14	0	-28	-0.1	28	-5
CC1CCCCN1C(=O)Cn1cc(/C=C2/C(=O)Nc3ccccc32)c2ccccc21 (configuration not stated)	1	0.7	89	0.37	-2	-2	-11	-0.1	11	-9
C=CCn1c(SCC(=O)NCCOC)nnc1-c1cc2c(s1)CCC(CC)C2 (configuration not stated)	0.7	0.4	100	1.2	9	30	21	-0.4	-21	-11
CCN(c1ccc(C)c(C)c1)S(=O)(=O)c1c(C)[nH]c(=O)[nH]c1=O	1	0.3	99	0.96	-6	-3	14	-0.1	-14	2
CCOC(=O)c1c(C)n(C)c2ccc(OCC(O)CN3CCN(C)CC3)cc12 (configuration not stated)	1.1	-0.8	102	1.1	1	-7	.	-0.2	.	-3
COc1ccc(-n2nnc3c(SCC(=O)OCc4ccccc4)ncnc32)cc1	1	-0.1	97	1	-3	-1	-16	0.2	16	-5
O=C(Cc1ccccc1)Nc1ccc(C(=O)NCC2COc3ccccc3O2)cc1 (configuration not stated)	1.1	0.5	104	1.1	12	-9	-14	-0.4	14	1
Nc1[nH]nc2nc3ccccc3cc12	0.9	-0.9	106	1.1	4	6	-5	-0.1	5	10*

Screening results from PubChem BioAssay.
